PTAP TSG101 blk: qHTS Assay for Iinhibitors of HIV-1 Budding by Blocking the Interaction of PTAP/TSG101. Potency, µM (series often up to 115 µM), for inactives: top-dose activity change, negative = inhibition, most hits filed as inhibitors. Tumor susceptibility gene 101 protein (Homo sapiens), Q99816. 340,000 tested, under 10 active. Fluorescence polarization, FITC-PTAP peptide / Tsg101 binding; active = well fitted inhibition curve with a large enough effect in the main read-out, with a control signal flat, not every such curve was filed as active; inconclusive = small, poorly fitted or top-dose-only effect, or effect the other way, or a change in a side signal; inactive = no such curve, though single readings can be large or run the other way; note: potency is the fitted concentration of half-maximal effect; % of control where 0% means no effect
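FP read-out: FITC-PTAP peptide, 50 nM final, binding Tsg101 binding domain, 10 uM final; 20 min, r.t.; 10 mM HEPES pH 7.5, 0.15 M NaCl, 0.01% Tween 20, 3 mM EDTA, 0.1 mM TCEP.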
TRPV1 ag: HTS Assay for Compounds that Act as Agonists of the Vanilloid Receptor 1; 320,000 compounds, 0.19% hits; activation, % at 8.33 µM; Transient receptor potential cation channel subfamily V member 1 (Homo sapiens), Q8NER1; AID 540275, 2011; TRPV1-expressing cells, Fluo-8 calcium influx, agonist mode; in the data active = activation above about 80%; inconclusive = between about 30% and that limit; note: 0% is about no effect
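TRPV1-expressing cells were cultured overnight at 35.5C and loaded with Fluo-8 calcium dye for 40 to 90 min at room temperature. After a 10 s baseline, compound was added and calcium influx was read kinetically for 3 min (ex 480/em 520 nm).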
ELG1 DNA repair: qHTS screen for small molecules that inhibit ELG1-dependent DNA repair in human embryonic kidney (HEK293T) cells expressing luciferase-tagged ELG1; Potency, µM (highest dose often 46.1 µM), for the others: at the highest dose activity change, negative = inhibition, usual class: inhibitors; AID 504467, 2011; HEK293T ELG1-luciferase reporter, luminescence, 16 h; DNA damage induced by 5-fluorouridine; 330,000 compounds, 2.3% hits; note: potency is the fitted concentration of half-maximal effect; % is set by controls: 0 for no effect and ±100 for the full control effect; nearly all actives have a fitted effect of over 55% in size
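Quantitative HTS, concentration-response format. 2,000 cells/well co-treated with 5-fluorouridine and compound, 16 hr in 5% CO2 at 37 °C; ONE-Glo luminescence read after 30 min.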
BRCA1 expr act: qHTS Assay to Identify Small Molecule Activators of BRCA1 Expression | MCF7-BRCA1-FFLuc reporter, luminescence, 48 h; response scale: scaled: vehicle 0%, 10 µM genistein 100% | Potency, µM (top dose mostly 46.1 µM), for inactives: at the top dose activation, most hits filed as activators | 380,000 compounds, 1.1% hits; note: potency is the fitted concentration of half-maximal effect; nearly all actives have a fitted effect of over 80% in size; some results filed as inactive show a strong effect at the top dose
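First, MCF7-BRCA1-FFLuc cells (2000/well) attach for 2 h; next, compounds are pin-added and incubated 48 h at 37 °C; finally, luciferase reagent is added and luminescence read after 15 min.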
TCR activator: Activators of T cell receptors: qHTS campaign. AID 504894, 2011. primary human leukocytes, anti-CD3, IL-2 HTRF, 48 h. 330,000 tested, under 10 active. Potency, µM (top dose mostly 9.22 µM), for the others: at the top dose activation of IL-2 secretion, hits mostly activators; note: % of control where 0% means no effect
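IL-2 release read by HTRF sandwich (Eu cryptate donor, d2 acceptor, 665 nm emission) after 48 hr exposure of primary human leukocytes to compound together with anti-CD3 beads in the absence of co-stimulatory signals.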
B2AR arrestin: qHTS assay of beta-arrestin-biased ligands of beta2-adrenergic receptor. Potency, µM (doses to about 46.1 µM), inactives show at the top dose activation, most hits filed as activators. beta-arrestin recruitment to beta2AR, cell-based reporter. 330,000 compounds, 0.02% hits;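 note: potency is the fitted concentration of half-maximal effect; 0% = DMSO controls and full agonism = EC100 isoproterenol or metaproterenol; nearly all actives have a fitted effect of over 65% in size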
a7 integrin act: qHTS for Activators of Integrin-Mediated Alleviation for Muscular Dystrophy | alpha7betagal myoblasts, beta-gal FDG fluorescence, 48 h | Potency, µM (highest dose often 38.3 µM), for the others: at the top dose activation, most hits filed as activators | 350,000 compounds, 0.064% hits | AID 624291, 2012;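 note: potency is the fitted concentration of half-maximal effect; 100% = response of the positive control SU9516; nearly all actives have a fitted effect of over 60% in size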
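alpha7betagal+/- myoblasts (passage 13, 250/well) treated 48 h at 37C with compounds at 1:260 dilution of DMSO stock. Lysed, then beta-galactosidase activity read as FDG fluorescence (ex 480/em 540) after 30 min, with pre-read for autofluorescence.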
p53 reactivation: qHTS assay for re-activators of p53 using a Luc reporter; H1299 p53-A138V BP100-luciferase reporter, luminescence, 24 h; Potency, µM (doses to about 92.2 µM), for inactives: at the top dose activity change, positive = activation, usual class: activators; 320,000 compounds, 0.063% hits; AID 504706, 2011; note: potency is the fitted concentration of half-maximal effect; % of control where 0% means no effect; nearly all actives have a fitted effect of over 45% in size
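p53-null H1299 cells stably carrying temperature-sensitive p53-A138V and a BP100-luciferase reporter were pinned with compounds (4-point, 1:5 series) and held 24 hrs at 37 deg C. Luminescence was read 10 min after detection reagent.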
MLL CXXC-DNA inh: qHTS Fluorescence Polarization Assay for Inhibitors of MLL CXXC domain - DNA interaction | Histone-lysine N-methyltransferase 2A (Homo sapiens), Q03164 | MLL-CXXC / FITC-HOXA9 DNA fluorescence polarization | Potency, µM (series often up to 115 µM), without a hit: at the top dose activity change, negative = inhibition, hits mostly inhibitors | 290,000 compounds, 0.037% hits | AID 2662, 2010; active = well fitted inhibition curve with a large enough effect in the polarisation, with a control signal flat, not every such curve was filed as active; inconclusive = small, poorly fitted or top-dose-only effect, or effect the other way, or a change in a side signal; inactive = no such curve, though single readings can be large or run the other way; the % refers to the polarisation; note: potency is the fitted concentration of half-maximal effect
Target sequence (Q03164 whole entry, looked up, the tested form may be a part): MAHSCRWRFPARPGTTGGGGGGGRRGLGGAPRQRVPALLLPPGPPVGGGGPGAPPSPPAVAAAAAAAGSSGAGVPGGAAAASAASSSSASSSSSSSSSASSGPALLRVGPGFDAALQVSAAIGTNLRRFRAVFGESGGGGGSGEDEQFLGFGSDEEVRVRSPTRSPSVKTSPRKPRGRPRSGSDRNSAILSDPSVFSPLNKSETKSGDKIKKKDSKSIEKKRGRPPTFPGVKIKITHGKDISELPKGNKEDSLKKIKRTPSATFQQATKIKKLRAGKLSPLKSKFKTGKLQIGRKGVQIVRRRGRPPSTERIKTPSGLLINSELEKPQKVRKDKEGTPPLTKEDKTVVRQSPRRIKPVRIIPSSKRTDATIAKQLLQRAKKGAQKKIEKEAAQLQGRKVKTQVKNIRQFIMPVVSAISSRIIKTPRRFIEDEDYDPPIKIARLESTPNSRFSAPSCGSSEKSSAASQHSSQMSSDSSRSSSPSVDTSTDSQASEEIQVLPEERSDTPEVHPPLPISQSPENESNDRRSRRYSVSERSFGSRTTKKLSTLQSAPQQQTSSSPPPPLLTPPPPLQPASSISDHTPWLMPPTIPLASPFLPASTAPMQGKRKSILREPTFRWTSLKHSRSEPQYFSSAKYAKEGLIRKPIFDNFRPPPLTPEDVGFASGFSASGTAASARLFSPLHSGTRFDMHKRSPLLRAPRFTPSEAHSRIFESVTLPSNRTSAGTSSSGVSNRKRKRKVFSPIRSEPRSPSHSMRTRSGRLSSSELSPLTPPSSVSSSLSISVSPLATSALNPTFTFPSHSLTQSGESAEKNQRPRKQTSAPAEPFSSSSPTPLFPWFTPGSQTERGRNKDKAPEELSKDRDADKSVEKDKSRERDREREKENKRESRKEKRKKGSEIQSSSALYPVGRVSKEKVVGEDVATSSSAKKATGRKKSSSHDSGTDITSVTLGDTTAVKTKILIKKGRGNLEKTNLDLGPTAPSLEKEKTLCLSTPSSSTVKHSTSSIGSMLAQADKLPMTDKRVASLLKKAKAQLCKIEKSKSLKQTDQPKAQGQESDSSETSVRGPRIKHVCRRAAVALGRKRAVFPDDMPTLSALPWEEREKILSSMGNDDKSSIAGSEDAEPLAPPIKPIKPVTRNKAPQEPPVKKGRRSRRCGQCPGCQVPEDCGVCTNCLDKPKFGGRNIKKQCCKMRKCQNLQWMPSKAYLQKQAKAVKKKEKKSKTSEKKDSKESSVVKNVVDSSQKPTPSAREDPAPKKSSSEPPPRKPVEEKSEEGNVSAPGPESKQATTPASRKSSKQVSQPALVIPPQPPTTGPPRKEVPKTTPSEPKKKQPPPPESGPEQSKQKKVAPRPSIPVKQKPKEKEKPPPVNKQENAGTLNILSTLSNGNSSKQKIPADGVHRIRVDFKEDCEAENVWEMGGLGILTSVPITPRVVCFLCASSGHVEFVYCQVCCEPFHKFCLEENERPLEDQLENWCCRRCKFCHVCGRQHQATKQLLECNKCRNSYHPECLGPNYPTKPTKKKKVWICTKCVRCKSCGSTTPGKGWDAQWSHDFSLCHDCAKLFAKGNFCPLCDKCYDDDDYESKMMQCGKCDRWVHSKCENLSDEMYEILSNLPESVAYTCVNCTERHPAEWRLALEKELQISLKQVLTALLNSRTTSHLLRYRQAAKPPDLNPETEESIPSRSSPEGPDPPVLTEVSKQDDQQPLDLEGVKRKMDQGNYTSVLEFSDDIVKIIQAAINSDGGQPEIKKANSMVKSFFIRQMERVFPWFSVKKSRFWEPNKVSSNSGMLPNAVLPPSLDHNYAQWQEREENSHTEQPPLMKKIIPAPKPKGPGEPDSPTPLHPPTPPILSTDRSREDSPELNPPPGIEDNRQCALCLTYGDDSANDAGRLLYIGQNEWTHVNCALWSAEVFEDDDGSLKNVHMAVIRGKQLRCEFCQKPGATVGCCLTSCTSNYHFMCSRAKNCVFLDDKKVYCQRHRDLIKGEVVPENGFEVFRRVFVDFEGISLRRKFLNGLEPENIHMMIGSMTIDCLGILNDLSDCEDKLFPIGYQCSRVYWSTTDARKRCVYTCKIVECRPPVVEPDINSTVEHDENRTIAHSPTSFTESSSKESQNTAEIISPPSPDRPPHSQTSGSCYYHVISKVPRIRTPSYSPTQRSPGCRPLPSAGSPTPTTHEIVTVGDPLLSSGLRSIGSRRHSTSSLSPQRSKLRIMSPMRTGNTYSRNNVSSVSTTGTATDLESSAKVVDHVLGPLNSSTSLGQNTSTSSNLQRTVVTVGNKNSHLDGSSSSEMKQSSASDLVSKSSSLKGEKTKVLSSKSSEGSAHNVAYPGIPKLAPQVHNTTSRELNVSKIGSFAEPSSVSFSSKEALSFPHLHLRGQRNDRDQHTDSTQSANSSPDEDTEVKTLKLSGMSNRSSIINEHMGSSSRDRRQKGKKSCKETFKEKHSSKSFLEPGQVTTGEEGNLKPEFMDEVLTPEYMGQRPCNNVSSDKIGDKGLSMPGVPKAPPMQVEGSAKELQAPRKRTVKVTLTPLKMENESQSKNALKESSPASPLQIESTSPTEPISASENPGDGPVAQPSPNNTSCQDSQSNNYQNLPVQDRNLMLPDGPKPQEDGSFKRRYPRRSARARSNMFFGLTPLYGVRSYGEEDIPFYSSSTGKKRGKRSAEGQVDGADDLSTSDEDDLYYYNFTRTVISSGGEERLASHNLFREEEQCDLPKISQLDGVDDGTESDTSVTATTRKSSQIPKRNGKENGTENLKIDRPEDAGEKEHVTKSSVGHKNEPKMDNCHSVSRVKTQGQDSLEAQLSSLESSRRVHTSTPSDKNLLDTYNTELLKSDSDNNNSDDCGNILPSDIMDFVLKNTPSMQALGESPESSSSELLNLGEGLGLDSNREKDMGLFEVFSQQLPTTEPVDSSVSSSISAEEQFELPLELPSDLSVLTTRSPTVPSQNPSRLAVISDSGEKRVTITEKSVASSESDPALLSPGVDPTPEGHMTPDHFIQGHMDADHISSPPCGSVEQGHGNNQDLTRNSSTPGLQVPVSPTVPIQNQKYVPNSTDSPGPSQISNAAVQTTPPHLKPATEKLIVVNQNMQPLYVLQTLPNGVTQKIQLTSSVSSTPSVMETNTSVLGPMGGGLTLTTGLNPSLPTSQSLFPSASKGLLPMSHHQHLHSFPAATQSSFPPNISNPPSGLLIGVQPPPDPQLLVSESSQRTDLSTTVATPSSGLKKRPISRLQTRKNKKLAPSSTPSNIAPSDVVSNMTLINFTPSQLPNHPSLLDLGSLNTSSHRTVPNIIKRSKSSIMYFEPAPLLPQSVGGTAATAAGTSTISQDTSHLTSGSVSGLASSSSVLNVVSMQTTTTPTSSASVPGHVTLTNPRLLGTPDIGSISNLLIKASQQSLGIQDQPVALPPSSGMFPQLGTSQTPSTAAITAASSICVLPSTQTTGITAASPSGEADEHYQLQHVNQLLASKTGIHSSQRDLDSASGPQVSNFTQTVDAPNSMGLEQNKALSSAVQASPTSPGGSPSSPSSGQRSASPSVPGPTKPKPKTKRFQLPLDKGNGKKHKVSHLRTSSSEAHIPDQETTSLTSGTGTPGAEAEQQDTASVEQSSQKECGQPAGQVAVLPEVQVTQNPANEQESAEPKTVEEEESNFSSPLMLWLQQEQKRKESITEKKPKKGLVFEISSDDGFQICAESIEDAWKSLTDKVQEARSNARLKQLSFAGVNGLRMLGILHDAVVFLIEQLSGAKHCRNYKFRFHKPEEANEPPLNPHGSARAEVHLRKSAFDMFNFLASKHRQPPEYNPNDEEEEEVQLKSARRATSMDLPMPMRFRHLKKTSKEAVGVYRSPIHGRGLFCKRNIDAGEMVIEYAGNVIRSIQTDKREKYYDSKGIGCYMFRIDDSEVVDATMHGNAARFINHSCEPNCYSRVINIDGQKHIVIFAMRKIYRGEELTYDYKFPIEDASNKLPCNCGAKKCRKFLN
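Purified MLL-CXXC (added from a 7 uM solution) was preincubated 5 min at ambient with pinned compounds in 50 mM Tris-HCl pH 7.5, 50 mM NaCl, 1 mM DTT, 0.05% BSA. Fluorescein-labeled HOX-A9 DNA (50 nM solution) followed, 30 min, then polarization read.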
AT treatment: qHTS Assay for Identifying a Potential Treatment of Ataxia-Telangiectasia. Potency, µM (top dose mostly 57.5 µM), inactives show at the top dose activation, most hits filed as activators. […] A-T fibroblasts, KAP-1 phosphorylation AlphaLISA; neocarzinostatin DNA damage 30 min before lysis. 320,000 compounds, 0.19% hits; note: potency is the fitted concentration of half-maximal effect; % of control where 0% means no effect; nearly all actives have a fitted effect of over 45% in size
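hTERT-immortalized A-T patient fibroblasts ([…]), 500 cells/well in OPTI-MEM, 1% FBS, got compounds for 60 min, then NCS for 30 min at 37C. Lysates were then assayed for phospho-KAP-1 by AlphaLISA (anti-pKAP1 donor, anti-KAP1 acceptor beads), 6 hr at 25C.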
Numbers without * were called inactive; ? = inconclusive; . = no result given; [ ] = remark or other dose. Unless noted, calls come from the whole dose curve; as a rule, active = well fitted curve in the direction sought with a large enough effect; inconclusive = small, poorly fitted or top-dose-only effect, or another doubt; inactive = no such curve, though single readings can be large; an effect the other way counts as inactive or inconclusive.

SMILES | PTAP TSG101 blk | TRPV1 ag | ELG1 DNA repair | BRCA1 expr act | TCR activator | B2AR arrestin | a7 integrin act | p53 reactivation | MLL CXXC-DNA inh | AT treatment
CCN1C(=O)C(CC(=O)Nc2ccc(Br)cc2)N(CCCc2ccccc2)C1=S (stereo unspecified) | -0.1% | 15.4 | -0.9% | -71.3% | -0.1% | -0.3% | -66.5%[inhibitor] | -9.5% | 9.7% | -5.9%
O=C(OCC(=O)N1N=C(c2ccc(Cl)cc2)CC1c1ccco1)c1ccccc1O (stereo unspecified) | -0.2% | 0.2 | -7.4% | -8.3% | -3.6% | -1.0% | -12.5% | -6.0% | 17.7% | -0.5%
C=CCNC(=O)c1c(CSc2ccc(Cl)cc2)noc1C(=O)NCCC | 2.6% | . | . | 0.0% | 5.3% | . | 22.8% | . | . | .
CCOC(=O)c1c(C)n(C)c2cc(-c3ccc(C)cc3)c(O)cc12 | -3.0% | -0.3 | 8.8% | 1.2% | -1.7%[46.1 µM] | -0.2% | 17.5% | -1.1% | 20.7% | -12.3%
O=C(NCc1ccco1)c1cccc2c1C(=O)c1ccc(N3CCC(Cc4ccccc4)CC3)cc1S2(=O)=O | ? | . | ? | -31.5% | 7.9% | -0.5% | -6.3% | 7.1% | . | -2.3%
O=[N+]([O-])c1ccc(N/N=C/c2ccc(OCc3cccc4ccccc34)cc2)nc1 | ? | -3.5 | ? | 0.0% | 3.8% | -0.1% | 17.7% | 23.1% | 18.6% | -2.7%
Cc1c(C(=O)OCC(=O)NCc2ccccc2)oc2ccccc12 | 0.1% | 14.0 | 14.9% | 20.6% | -3.2% | -0.4% | -2.5% | 0.0% | . | -2.6%
C=CCn1c(N)c(-c2nc3ccccc3n2C)sc1=S | . | 6.1 | 17.7% | 1.5% | . | -0.2% | -11.0% | 4.6% | 0.2% | -7.3%
Cc1occc1-c1nnc(SCC(=O)N2CCN(c3ccccc3F)CC2)n1C | . | -3.8 | -13.3% | . | . | -0.5% | . | 9.4% | -3.2% | 5.3%
Cc1ccc(-n2c(C)cc(/C=C3\SC(=O)NC3=O)c2C)cc1 | 1.2% | 24.5 | ? | ? | -1.1% | 0.3% | -17.5% | ? | 25.3% | -2.5%
Cc1ccc(C)c(C(C)NC(=O)c2ccccc2Br)c1 (stereo unspecified) | 0.0% | -0.3 | -16.2% | -4.7% | -2.2%[46.1 µM] | -0.7% | 18.8% | -5.1% | -2.5% | 29.5%
COc1ccc(/C=C2\CC/C(=C\c3ccc(OC)cc3OC)C2=O)c(OC)c1 | ? | 9.1 | 13.3% | 35.8% | -2.9% | -0.1% | 8.1% | 4.4% | ? | -2.5%
O=C1C=C(N2CCN(c3ccccn3)CC2)C(=O)c2c(O)ccc(O)c21 | -3.7% | . | . | -75.5% | 6.4% | . | -15.3% | . | . | .
CSCCC(NC(=O)c1ccc([N+](=O)[O-])cc1Cl)C(=O)OC(C)C(=O)NCc1ccco1 (stereo unspecified) | -1.5% | -0.8 | 6.4% | -1.5% | -3.0% | -0.3% | -14.2% | 6.1% | . | 3.4%
CS(=O)(=O)Nc1ccc(S(=O)(=O)NCCc2ccccc2)cc1 | -2.6% | 9.1 | -4.0% | -38.1% | . | -0.2% | 18.2% | -7.2% | -4.0% | -4.3%
O=C(O)C1CC=C(Cl)CC1C(=O)NCc1ccccc1 (stereo unspecified) | -6.0% | 0.6 | ? | -1.0% | 7.3% | -0.9% | 17.9% | -3.3% | -12.9% | -4.2%
CCOc1ccc(CNC(=O)CCn2c(=O)oc3ccccc32)cc1OC | -8.4% | 1.3 | -1.4% | 4.6% | 3.4% | 0.1% | -6.4% | -0.5% | -4.7% | -10.2%
CC(C)Oc1cccc(C(=O)Nc2ncn[nH]2)c1 | 0.2% | 2.9 | ? | -5.8% | 11.0% | -0.5% | -18.0% | ? | 3.7% | -4.1%
Cc1cccc2cc(CN(Cc3ccco3)C(c3nnnn3CCc3ccccc3)C(C)C)c(=O)[nH]c12 (stereo unspecified) | -2.1% | 3.2 | 9.2µM* | -39.4% | -2.0% | -0.2% | -10.1% | 16.6% | -2.9% | -4.0%
COC(=O)c1cc2c(ccc3ccccc32)oc1=O | -4.4% | . | . | -2.3% | 7.8% | . | ? | . | . | .
O=C(c1ccccc1)c1cccn1CC(=O)N1CCN(c2ccc(F)cc2)CC1 | -0.6% | 4.3 | -19.4% | 2.1% | -4.5% | 0.9% | 8.1% | -8.7% | 6.3% | -1.6%
Cc1ccc(NC(=O)CSc2nc(C)c(Cc3ccccc3)c(=O)[nH]2)cc1C | 0.4% | 3.6 | -24.7% | -17.7% | 2.8% | 0.5% | -4.4% | -3.9% | 27.6% | -12.1%
Cc1ccc(C(=O)OC(C)C(=O)NC(C)CCc2ccccc2)o1 (stereo unspecified) | -11.8% | 3.5 | 20.4% | 6.8% | -1.5% | 0.0% | 19.4% | ? | . | -13.2%
COc1ccc(NC(C#N)c2ccc(OC)cc2)cc1 (stereo unspecified) | 1.4% | -3.2 | -7.2% | 3.8% | -1.8% | 0.2% | 12.2% | -0.7% | 5.5% | .
Cc1ccc(/C=N/n2c(-c3ccncc3)n[nH]c2=S)o1 | -1.9% | 0.8 | -10.1% | 26.8% | -1.0% | 0.0% | 10.8% | -0.8% | -11.6% | -1.1%
CC(C)C(=O)Nc1ccccc1N1CCN(S(C)(=O)=O)CC1 | -4.8% | 1.3 | 9.0% | 0.2% | 3.3% | -0.5% | -8.9% | 3.9% | 0.4% | -0.8%
CCN(CC)S(=O)(=O)c1ccc(-c2csc(C)n2)s1 | -0.6% | 11.2 | -0.8% | -2.0% | 1.4% | -0.6% | 22.7% | -11.8% | -21.7% | 2.0%
CN(CC(=O)Nc1ccc(Cl)c(Cl)c1)C(=O)CNC(=O)C1CCCCC1 | 2.0% | 4.0 | -4.3% | 0.0% | -2.7% | 0.2% | 7.9% | -14.3% | . | -10.4%
COc1ccc(CC(=O)Nc2cccc(-c3nnc(-c4ccc(C)cc4)o3)c2)cc1OC | 0.9% | ? | 11.6µM* | -93.8%[inhibitor] | 1.9%[46.1 µM] | 0.0% | -53.6%[inhibitor] | 20.8% | -0.1% | .
O=C(c1cnn2c(C(F)F)cc(-c3ccccc3)nc12)N1CCc2ccccc2C1 | -5.1% | -4.2 | ? | -55.9% | -62.4% | 0.0% | 30.6% | 1.2% | -5.2% | 1.1%
CCCCNC(=O)Nc1cnn(CC)c1C(N)=O | -5.1% | 1.2 | 23.5% | 7.7% | -3.6% | -0.2% | -2.1% | 5.5% | 7.7% | -2.3%
O=c1[nH]nc(SCc2ccccc2)c(=O)[nH]1 | -2.9% | 1.9 | -2.9% | -4.6% | -1.1%[46.1 µM] | -0.4% | 34.3% | 3.1% | -6.3% | -3.5%
CCOc1ccc2c(c1)c(N=NC(=N)N)c(O)n2C | -0.3% | -0.7 | 10.3% | -74.4% | 3.9%[46.1 µM] | 0.2% | -13.5% | 1.0% | 1.8% | -3.7%
CCC(C)NC(=O)C1CCCCN1S(=O)(=O)c1ccc(F)cc1 (stereo unspecified) | -2.2% | 4.2 | -2.8% | 13.4% | 3.8% | -0.1% | 0.0% | -4.8% | 4.5% | -1.7%

Reformatted as labelled records: part of the list above
O=[N+]([O-])c1ccc(N/N=C/c2ccc(OCc3cccc4ccccc34)cc2)nc1
  PTAP TSG101 blk: ?
  TRPV1 ag: -3.5
  ELG1 DNA repair: ?
  BRCA1 expr act: 0.0%
  TCR activator: 3.8%
  B2AR arrestin: -0.1%
  a7 integrin act: 17.7%
  p53 reactivation: 23.1%
  MLL CXXC-DNA inh: 18.6%
  AT treatment: -2.7%
Cc1c(C(=O)OCC(=O)NCc2ccccc2)oc2ccccc12
  PTAP TSG101 blk: 0.1%
  TRPV1 ag: 14.0
  ELG1 DNA repair: 14.9%
  BRCA1 expr act: 20.6%
  TCR activator: -3.2%
  B2AR arrestin: -0.4%
  a7 integrin act: -2.5%
  p53 reactivation: 0.0%
  MLL CXXC-DNA inh: .
  AT treatment: -2.6%
C=CCn1c(N)c(-c2nc3ccccc3n2C)sc1=S
  PTAP TSG101 blk: .
  TRPV1 ag: 6.1
  ELG1 DNA repair: 17.7%
  BRCA1 expr act: 1.5%
  TCR activator: .
  B2AR arrestin: -0.2%
  a7 integrin act: -11.0%
  p53 reactivation: 4.6%
  MLL CXXC-DNA inh: 0.2%
  AT treatment: -7.3%
